# Source: PubChem
# EBNA-1 inhibitor: EBNA-1 DNA-binding inhibitors, primary screen, biochemical, fluorescence polarization | inhibition, % at 14.8 µM | AID 1950, 2009 | 300,000 compounds, 0.34% hits; in the data active = inhibition above about 28%
# GLD-1 RNA inh: GLD-1/TGE RNA complex disruptors, primary screen, biochemical, fluorescence polarization; purified GLD-1 + fluorescein TGE RNA; inhibition, % at 5.96 µM; 320,000 compounds, 0.44% hits; AID 2280, 2010;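 active = percent inhibition above a per-plate cutoff, the plate mean of test compounds plus 3 SD, cut at about 30% in these data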;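 also: 0% = DMSO wells with GLD-1 and probe and 100% = wells lacking GLD-1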
# MCL1-BIM inh: inhibitors of MCL1 binding to BIM-BH3, primary screen, biochemical, fluorescence polarization; Induced myeloid leukemia cell differentiation protein Mcl-1 (Homo sapiens), Q07820; GST-MCL1 / FITC-Bim-BH3 fluorescence polarization; inhibition, % at 10.9 µM; 320,000 compounds, 0.68% hits;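 active = inhibition above the mean inhibition of all tested compounds plus 3 SD, set per campaign, cut at about 40% in these data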;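 also: 0% = DMSO wells and 100% = unlabeled Bim-BH3 peptide control; higher means more loss of mP so more displacement of Bim peptide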
# Target sequence (Q07820 whole entry, looked up): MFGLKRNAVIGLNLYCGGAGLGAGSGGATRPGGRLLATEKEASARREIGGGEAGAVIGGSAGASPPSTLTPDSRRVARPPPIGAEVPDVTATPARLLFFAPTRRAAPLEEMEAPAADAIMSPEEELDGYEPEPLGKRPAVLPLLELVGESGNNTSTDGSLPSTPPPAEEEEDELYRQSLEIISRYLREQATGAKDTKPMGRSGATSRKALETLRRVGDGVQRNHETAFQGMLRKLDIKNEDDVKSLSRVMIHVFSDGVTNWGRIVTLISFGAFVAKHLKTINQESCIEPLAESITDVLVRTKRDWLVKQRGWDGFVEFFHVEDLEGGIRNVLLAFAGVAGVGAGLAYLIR
# Efflux pump inh: inhibitors of Candida efflux pumps in yeast, primary screen, S. cerevisiae, Nile Red, multiplex; S. cerevisiae Candida pump triplex; inhibition, % at 10 µM; 330,000 compounds, 0.44% hits; AID 485275, 2010;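 active = plate passing quality check with inhibition over a set limit, or well fluorescence over plate mean plus 4 SD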;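 also: Nile Red retained in pooled yeast measured as flow cytometry median fluorescence; 0% = buffer negative control and 100% = Enniatin B positive control; higher means more Nile Red kept so more efflux inhibition; some compounds called inactive have numbers as strong as hits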
# ZTA DNA inh: counter-screen for EBNA-1 inhibitors: inhibitors of Epstein-Barr virus ZTA; P03206; ZTA-DNA binding, fluorescence polarization; inhibition, % at 11 µM; 320,000 compounds, 0.15% hits; in the data active = inhibition above about 33%
# Target sequence (P03206 whole entry, looked up): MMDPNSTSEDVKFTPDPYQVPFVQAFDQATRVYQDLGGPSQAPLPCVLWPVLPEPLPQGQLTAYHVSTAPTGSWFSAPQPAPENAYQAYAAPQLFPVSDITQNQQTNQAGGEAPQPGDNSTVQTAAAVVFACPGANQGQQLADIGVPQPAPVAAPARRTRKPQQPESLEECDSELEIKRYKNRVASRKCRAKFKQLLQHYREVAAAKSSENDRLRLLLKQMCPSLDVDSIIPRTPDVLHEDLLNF
# Yeast superoxide: reduction of superoxide in aged yeast, primary screen, HTS; 330,000 compounds, 0.18% hits; S. cerevisiae aged cells, superoxide DHE fluorescence; hits give low values; superoxide response (% of plate mean), % at 10 µM;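 active = superoxide response under a set limit, about three screen SD below normal, cut at about 65% in these data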;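 also: yeast aged for seven days with compound at 30 °C before DHE staining; 100% = average MFI of all compound-treated wells on the plate with controls excluded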
# MEX-5 binding: MEX-5 zinc finger RNA-binding disruptors – biochemical, C. elegans, fluorescence polarization, MLPCN library, primary screen; 300,000 compounds, 0.38% hits; activity score (negative = inhibition of binding), % at 10 µM; MEX-5/FITC-TCR2 RNA binding; hits give low values; Zinc finger protein mex-5 (Caenorhabditis elegans), Q9XUB2;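 active = inhibition past about -25% in most replicates, and total fluorescence under double the plate's negative control median, limit read from the data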;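 also: 0% = DMSO and -100% = 5 µM competing unlabeled TCR2 RNA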
# Bcl-xL primary: inhibitors of human Bcl-xL, primary screen, biochemical, fluorescence polarization, HTS; Bcl-2-like protein 1 (Homo sapiens), Q07817; GST-Bcl-xL / FITC-Bim BH3 peptide fluorescence polarization; inhibition, % at 10.9 µM; 320,000 compounds, 0.7% hits; AID 2129, 2009;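 active = inhibition above the mean of all tested compounds plus 3 SD, cutoff set per campaign, cut at about 30% in these data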;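 also: 0% = DMSO wells and 100% = unlabeled Bim-BH3 peptide competitor; inhibitors lower millipolarization by displacing the labeled peptide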
# Target sequence (Q07817 whole entry, looked up): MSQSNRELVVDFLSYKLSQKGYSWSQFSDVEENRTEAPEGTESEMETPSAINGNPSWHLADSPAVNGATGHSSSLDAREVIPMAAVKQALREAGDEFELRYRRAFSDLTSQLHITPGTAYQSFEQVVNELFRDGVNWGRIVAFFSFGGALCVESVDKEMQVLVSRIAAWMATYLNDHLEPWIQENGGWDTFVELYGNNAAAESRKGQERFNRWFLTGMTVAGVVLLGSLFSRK
# Fam108B counter: mouse Fam108B serine hydrolase inhibitors, primary screen, counter-screen for RBBP9 inhibitor project, biochemical, fluorescence polarization. recombinant Fam108B, FP-Rh probe fluorescence polarization. inhibition, % at 9.51 µM. 300,000 compounds, 0.33% hits. AID 1947, 2009;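 active = inhibition above the screen mean inhibition plus 3 SD, computed separately per campaign, cut at about 18% in these data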;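 also: inhibitors lower polarization as less probe binds the enzyme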
# * hit, by the source's call; / = no result given; & = joins results of further samples.
1. CC(=O)N1CCN(c2ccc(NC(=O)C(c3ccccc3)c3ccccc3)cc2)CC1
2. CCCC(C(=O)NCc1ccco1)N(C(=O)CNS(=O)(=O)c1ccccc1)c1ccccc1OC (stereo not given)
3. NC(=O)c1ccc2c(c1)OCCO2
4. CCCCCC(=O)Nc1cccc(C2=NOC3(C2)C[C@H](C(N)=O)N(C(=O)c2ccccc2)C3)c1 (stereo not given in full)
5. Cc1cc(NC(=O)CN2C(=O)NC(CC(C)C)C2=O)ccc1Br (stereo not given)
6. COc1ccc(OC(=O)c2cccc([N+](=O)[O-])c2)c(C(=O)/C=C/c2cccs2)c1
7. O=C(NCc1ccc(Cl)cc1)C1CCN(S(=O)(=O)c2ccc(N3CCCC3=O)cc2)CC1
8. COc1ccc(N(C)S(=O)(=O)c2cccc(C(=O)N3CCN(S(=O)(=O)c4ccc(C)cc4)CC3)c2)cc1
assay / entry	1	2	3	4	5	6	7	8
EBNA-1 inhibitor	-6	-10	1	15	/	-20	3	9
GLD-1 RNA inh	4	-7	9	2	1	7	8	2
MCL1-BIM inh	20	-4	8	0	-2	4	13	-4
Efflux pump inh	0.2	0.0	-0.1	0.0	0.1	0.1	0.1	0.1
ZTA DNA inh	-9	4	-8	12	-6	8	0	8
Yeast superoxide	110	99	111	93	98	109	97	97
MEX-5 binding	-0.9	0.4	-0.3	0.0	/	0.2	1.1	-1.7
Bcl-xL primary	6	6	4	0	0	10	11	0
Fam108B counter	1	-2	2	1	/	4	0	0

9. Cc1ccc(S(=O)(=O)c2cnc3cc(C)nn3c2N)cc1
10. CCOC(=O)N1CCC(NCCNC(=O)c2ccccc2)CC1
11. CCOc1ccc(CNC(=O)CCCn2nc(C)c3c(C)n(-c4ccc(C)cc4)nc3c2=O)cc1
12. COc1cc(OC)cc(C(=O)NCCS(=O)(=O)N2CCN(Cc3ccccc3)CC2)c1
13. O=[N+]([O-])/C=C/c1cn(Cc2ccccc2)c2ccccc12
14. COc1ccc(/C=C2\C(=O)OCc3cc(OC)c(OC)cc32)cc1OC
15. O=C(O)C1=C[C@H](c2cccs2)C[C@H](OCc2ccc(CO)cc2)O1
16. Cc1cccc(-c2nc(CS(=O)CC(=O)N3CC(C)CC(C)C3)c(C)o2)c1 (stereo not given)
assay / entry	9	10	11	12	13	14	15	16
EBNA-1 inhibitor	2	-8	-4	1	5	-1	-9	-6
GLD-1 RNA inh	2	4&4	-8	4	-4	8	-5	-7
MCL1-BIM inh	-2	5&7	-6	-3	-2	-5	7	3
Efflux pump inh	0.4	0.1&-0.1	-0.3	0.0	0.0	-0.3	-0.2	0.0
ZTA DNA inh	7	-2&-6	-5	-9	-5	-9	-4	14
Yeast superoxide	110	89&105	86	99	105	97	107	103
MEX-5 binding	0.6	-0.7	-0.8	-0.8	-12	0.5	2.7	0.1
Bcl-xL primary	-3	4&3	0	-1	-2	-10	5	3
Fam108B counter	-6	3	3	3	-7	0	4	1

17. Cc1nnc(SCC(=O)c2ccc(Br)cc2)s1
18. Cc1ccc(C(=O)N2CCCC(C(F)(F)F)C2)cc1S(=O)(=O)N1CCOCC1 (stereo not given)
19. CSc1nnc(-c2cnccn2)n1C
20. CCOC(=O)c1ccc(N2CCOCC2)c(NC(=O)c2nccnc2C(=O)O)c1
21. CC(C)(C)OC(=O)NCCCC[C@@H](C(=O)N1CCN(C(=O)OC(C)(C)C)CC1)n1cc(CCC(=O)O)nn1
22. COCCn1c(=O)c2ccccc2c2ccccc2c1=O
23. COc1ccc(CCNC(=O)c2cc(C(=O)c3cc(C)ccc3O)cn(CCc3ccc(OC)cc3)c2=O)cc1
24. Cc1cc(C(=O)CSc2nnc3c(Cl)cc(Cl)cn23)c(C)n1C
assay / entry	17	18	19	20	21	22	23	24
EBNA-1 inhibitor	5	/	-10	5	0	4	-3	-21
GLD-1 RNA inh	6	7	7	0	4	5	-4	0
MCL1-BIM inh	-2	8	-1	-10	1	-4	-3	-2
Efflux pump inh	-0.1	0.0	0.0	0.1	0.0	0.0	0.3	0.0
ZTA DNA inh	3	-12	-11	1	-5	5	-7	2
Yeast superoxide	93	77	106	104	104	101	101	100
MEX-5 binding	-0.1	/	-4.1	1.7	4.2	-0.3	1.4	1.2
Bcl-xL primary	-2	5	0	-1	4	0	-6	-4
Fam108B counter	3	/	4	-4	-10	3	-17	9

# Ordered by value in MEX-5 binding (largest number first): 3 of the compounds above
entry	Compound	EBNA-1 inhibitor	GLD-1 RNA inh	MCL1-BIM inh	Efflux pump inh	MEX-5 binding	Bcl-xL primary
20	CCOC(=O)c1ccc(N2CCOCC2)c(NC(=O)c2nccnc2C(=O)O)c1	5	0	-10	0.1	1.7	-1
17	Cc1nnc(SCC(=O)c2ccc(Br)cc2)s1	5	6	-2	-0.1	-0.1	-2
19	CSc1nnc(-c2cnccn2)n1C	-10	7	-1	0.0	-4.1	0

# Remaining list, next part
25. c1csc(-c2nc3ccccc3[nH]2)c1
26. CCC1(C)Cc2nc3[nH]c(=S)n(-c4ccccc4)c(=O)c3cc2CO1 (stereo not given)
27. CCCN(CC1CC1)C(=O)COC(=O)c1ccc(CNS(=O)(=O)c2ccc(F)c(Cl)c2)cc1
28. COc1ccc(NC(=S)NCCNC(C)=O)cc1
29. CCNc1nc(NC(C)C)nc(Oc2ccc(OCCOc3ccccc3)nn2)n1
30. C=CCc1c(C)nc2ccc(C(=O)OCC)cc2c1Cl
31. CCOc1ccccc1C(=O)NC1CC2CCCC(C1)N2C1CC1 (stereo not given)
32. Cc1c(S(=O)(=O)N2CCCC(C(=O)O)C2)cnn1C (stereo not given)
assay / entry	25	26	27	28	29	30	31	32
EBNA-1 inhibitor	1	-4	8	0	7	1	-4	-9
GLD-1 RNA inh	-16	-2	9	-2	3	3	-3	-1
MCL1-BIM inh	2	12	14	7	6	0	-9	-1
Efflux pump inh	0.0	0.0	0.0	-0.1	0.0	0.4	0.1	0.1
ZTA DNA inh	-9	13	0	3	14	6	8	0
Yeast superoxide	103	93	100	101	83	92	105	100
MEX-5 binding	/	-1.7	2.7	3.5	1.4	-0.4	-1.0	-0.7
Bcl-xL primary	4	10	3	5	-1	5	-2	2
Fam108B counter	1	5	-2	-2	0	0	0	-5

33. CC1CCCCC1NC(=O)CCNS(=O)(=O)c1ccc2c(c1)CCC(=O)N2 (stereo not given)
34. COc1ccc(C(=O)CN2CCN(S(=O)(=O)c3cccc([N+](=O)[O-])c3)CC2)cc1OC
35. O=S(=O)(O)c1cc(O)ccc1O
36. COC(=O)COc1ccc(C2NC(=O)NC(c3ccccc3)=C2C(C)=O)cc1Br (stereo not given)
37. Cc1nn(C2CCS(=O)(=O)C2)c(Cl)c1/C=C/C(=O)OCC(N)=O (stereo not given)
38. CS(=O)(=O)N1c2cccc3cccc(c23)S1(=O)=O
39. COc1ccc(C(=O)CCC(=O)Nc2cccnc2)cc1OC
40. COc1cc([N+](=O)[O-])ccc1NC(=O)CN1CCCC1
assay / entry	33	34	35	36	37	38	39	40
EBNA-1 inhibitor	-10	0	-11	-1	-1	5	-15	9
GLD-1 RNA inh	-1	1	2	0	3	3	-4	7
MCL1-BIM inh	0	-2	6	9	-12	5	5	-1
Efflux pump inh	0.6	-0.1	0.1	-0.1	-0.1	-0.1	-0.1	-0.5
ZTA DNA inh	-5	6	-12	-14	-4	7	-11	9
Yeast superoxide	84	95	102	103	88	99	122	104
MEX-5 binding	-1.7	1.4	/	0.8	-0.5	-1.2	-1.8	-3.0
Bcl-xL primary	2	2	8	1	-7	3	1	0
Fam108B counter	-6	-2	5	0	0	-4	1	5

# Individual results from the list:
# no. 37 | EBNA-1 inhibitor: -1
# no. 40 | MEX-5 binding: -3.0
# no. 34 | MCL1-BIM inh: -2
# no. 38 | Yeast superoxide: 99

# (listing goes on)
41. CC(=O)c1cccc(N(C(=O)c2ccco2)C(C(=O)NC2CCCC2)c2ccncc2)c1 (stereo not given)
42. Cc1sc2nc3ccc(NCc4ccco4)nn3c(=O)c2c1C
43. O=[N+]([O-])c1cccc(-c2nnc(-c3ccccc3)o2)c1
44. O=C(Nc1ccc(S(=O)(=O)Nc2nccs2)cc1)c1cc(-c2ccccc2)nc2ccccc12
45. COC(=O)c1cc(Sc2cccc(Cl)c2Cl)ccn1
46. COc1ccccc1NCc1nnc(-c2ccccc2)o1
47. Cc1ccccc1N1C(=O)C(Cc2ccc(F)cc2)S/C1=C(\C#N)C(N)=O (stereo not given)
48. CC(=O)NC(C)c1nc2ccccc2n1C(C)C (stereo not given)
assay / entry	41	42	43	44	45	46	47	48
EBNA-1 inhibitor	1	11	25	7	-17	0	16	1
GLD-1 RNA inh	8	10	-6	3	4	2	-6	0
MCL1-BIM inh	-2	29	-1	3	6	8	-37	5
Efflux pump inh	0.0	0.0	0.3	0.2	0.1	0.2	-0.2	-0.1
ZTA DNA inh	-8	18	-14	-10	-9	-3	3	8
Yeast superoxide	99	100	101	105	126	85	101	98
MEX-5 binding	-2.2	/	-0.5	0.3	0.5	-1.4	-1.3	1.8
Bcl-xL primary	1	34*	4	1	3	6	-22	3
Fam108B counter	1	3	-3	13	-5	3	1	5

# Two records drawn at random from those above, as already listed:
47. Cc1ccccc1N1C(=O)C(Cc2ccc(F)cc2)S/C1=C(\C#N)C(N)=O (stereo not given)
46. COc1ccccc1NCc1nnc(-c2ccccc2)o1
assay / entry	47	46
EBNA-1 inhibitor	16	0
GLD-1 RNA inh	-6	2
MCL1-BIM inh	-37	8
Efflux pump inh	-0.2	0.2
ZTA DNA inh	3	-3
Yeast superoxide	101	85
MEX-5 binding	-1.3	-1.4
Bcl-xL primary	-22	6
Fam108B counter	1	3

# Next section.
49. O=C(NCc1cccnc1)c1ccccc1NS(=O)(=O)c1ccccc1
50. O=C(NN=C1CCCC1)c1ccc(Cl)cc1
51. CC(Sc1nnc(C2CC2)n1C1CC1)C(=O)c1ccc(F)cc1 (stereo not given)
52. CCOC(=O)C1=C(O)c2ccccc2C(=O)/C1=C\c1ccc(CC)cc1
53. CS(=O)(=O)C1=C(O)C(=O)N(c2ccccc2)C1c1ccccc1 (stereo not given)
54. CCOc1ccc(NC(=O)c2ccc3nccnc3c2)cc1
55. CCOC(=O)CN(C(=O)CSc1nnc(-c2ccncc2)n1CCCN(C)C)c1ccccc1
56. CCn1c(CCNC(=O)c2ccc(Cl)cc2)nnc1SCC(=O)NC1CCCC1
57. COc1ccc(Cl)cc1C(=O)NNC(=O)CSc1nnnn1C
58. Cc1c(Cl)cccc1NC(=O)CNC(=O)c1cn(-c2ccccc2)nc1-c1cccnc1
59. CCC(=O)c1ccc(OCC(O)Cn2cnc3ccccc32)cc1 (stereo not given)
assay / entry	49	50	51	52	53	54	55	56	57	58	59
EBNA-1 inhibitor	2	-5	/	7	1	-6	9	-6	1	/	-8
GLD-1 RNA inh	-2	12	8	38*	-1	-9	-4	8	6	2	8
MCL1-BIM inh	-8	0	2	31	8	-3	2	-15	20	-19	-5
Efflux pump inh	0.6	0.4	0.0	0.6	0.1	0.1	0.0	-0.1	0.0	-0.1	0.0
ZTA DNA inh	-4	12	-19	2	15	8	-12	-20	-13	-8	-13
Yeast superoxide	114	98	83	144	101	86	101	85	83	127	90
MEX-5 binding	-1.3	0.3	/	4.1	2.3	0.9	-0.2	2.0	-1.0	/	3.1
Bcl-xL primary	1	0	3	24	6	-6	-1	0	1	-10	3
Fam108B counter	3	1	/	3	-2	-3	-1	-3	-2	/	-5
